# Compound activity deposited in PubChem BioAssay by several laboratories.
# WT yeast gro inh: growth inhibition of WT yeast, mitochondrial fusion screen; hit rate 2.1% among 190,000; inhibition, % at 10 µM; mitochondrial fusion phenotypic screen, WT strain; in the data active = inhibition above about 58%; tested in S. cerevisiae
# b-catenin transl: beta-catenin nuclear translocation modulation; HeLa beta-catenin nuclear translocation, immunofluorescence imaging; nuclear translocation activity, % at 5 µM; hit rate 0.3% among 190,000; AID 1665;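 active = nuclear translocation activity above 50% at 5 µM, with a well cell count of 50 or more; inconclusive = wells under 50 cells across six images, flagged as toxic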;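 also: per-cell ratio of nuclear to cytoplasmic median beta-catenin stain intensity; plate controls were DMSO negative control for no effect and GSK-3 inhibitor IX positive control for full effect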
#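 System: Human HeLa cells, endogenous beta-catenin | Compound dosing: 5 µM primary, 0.02–20 µM confirmation | Timing: 24 h compound exposure at 37°C, 5% CO2 | Measured by: Fluorescence imaging of beta-catenin antibody stain plus DAPI | Read-out basis: % activation of per-cell nuclear versus cytoplasmic median beta-catenin signal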
# P. falciparum M1AAP: malaria alanyl aminopeptidase activity blockers – biochemical, fluorogenic H-Leu-NHMec substrate, 1536-well (AID 1445); recombinant M1AAP, H-Leu-NHMec fluorogenic kinetic assay; higher % means a stronger effect; one-dose inhibition, % at 30 µM; IC50 in µM for titrated hits; hit rate 0.42% among 220,000;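 active = primary inhibition above the hit cutoff, then over 50% inhibition at one or more dose response concentrations, cut at about 23% in these data, passing the limit was not always enough; inconclusive = conflicting primary data, or primary hits not chosen for dose response; inactive = low primary inhibition, or under 50% at every dose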;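 also: plate controls were DMSO full reaction for no effect and no enzyme background for full effect; strong numbers were not always called active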
# Yfh1-off respiration: mitochondrial function rescue without frataxin homolog – Friedreich's ataxia, plus single-dose screen, dose response (AID 1465). S. cerevisiae Yfh1-off respiration, WST-1 reduction, 72 h; higher fold induction means a stronger effect. fold induction at 50 µM, or EC50 in µM where a hit was titrated. hit rate 0.074% among 220,000;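 active = fold induction of absorbance versus untreated yeast above a set limit, then at least 30% activation at any dose in follow-up; inconclusive = repeats straddling the limit, or above it without dose testing; inactive = fold induction below the set limit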;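 also: activators that raise dye reduction in frataxin-depleted yeast; strong numbers were not always called active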
# T cell modulator: T cell immune modulation candidate; 2C CD8+ T cell-vesicle binding, flow cytometry; active compounds read low; calls only at 7 µM; hit rate 0.068% among 330,000; AID 2052;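 active = response, share of CD8 T cells binding vesicles, and their 90th percentile fluorescence all below set limits, cut at about 80% in these data, passing the limit was not always enough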
#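 Read-out – percent CD8+ FL2 mean versus row control · System – murine 2C transgenic CD8+ T lymphocytes · Times – 1.5 h cell–vesicle binding at 37 °C, then 20 min icy labelling · Control set – naked vesicles low, QL9 vesicles with vehicle high · Detection – cytometric PE anti-B7-1 and Alexa647 anti-CD8 signals after 1% paraformaldehyde fixation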
# MT stabilizer: stabilizes microtubules in HeLa cells. HeLa tubulin immunostaining HCS, 24 h; share of cells brighter than vehicle mean+2SD. % tubulin-high responders, % at 10 µM. hit rate 0.83% among 200,000. AID 2205;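 active = plate Z-score above 3 for both tubulin-high and condensed-nucleus cell shares, with cell loss under 80%, at 10 µM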;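 also: anti alpha tubulin signal scored within the nucleus-defined area of each cell; some results filed as inactive read as strong as hits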
# P. falciparum M17LAP: P. falciparum M17LAP inhibitors, primary screen, biochemical, fluorogenic H-Leu-NHMec substrate, 1536-well (AID 1619). recombinant M17LAP, H-Leu-NHMec fluorogenic kinetic assay; higher % means a stronger effect. hit rate 0.38% among 220,000. inhibition, % at 30 µM; hits with a dose series show IC50 in µM;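 active = compound inhibiting the enzyme by more than half at any dose during confirmatory dose-response retesting; inconclusive = strong single-dose inhibitors picked by rank but not retested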;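 also: plate controls were full reaction with DMSO carrier for no effect and no enzyme background for full effect; strong numbers were not always called active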
# Dynein cargo inh: dynein cargo transport inhibition; 3617.4 mouse cells, GR-EGFP nuclear translocation imaging; test concentration mostly 20 µM; stimulated with dexamethasone, 1 µM; active compounds read low; z-score, hits read low; hit rate 0.47% among 220,000; AID 1381;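 active = plate z-score of nuclear minus cytoplasmic receptor signal below a set negative limit, without overly bright fluorescence or cell loss, cut at about -3.5 in these data, passing the limit was not always enough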;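 also: z-score of nuclear minus cytoplasmic ring GR-EGFP intensity difference per well; some compounds called inactive have numbers as strong as hits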
#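 Buffer or medium: tetracycline-free induction medium containing charcoal-stripped FBS / Reagent: dexamethasone agonist, 1.0 µM final, for 30 min / Technique: automated 10x imaging of fixed Hoechst-stained cells / Times: induction 48 h, compound 1 h, agonist 30 min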
# Autophagy HCS: alters autophagy in cells; MEF GFP-LC3 puncta imaging; test concentration mostly 10 µM; calls only at 10 µM (by protocol); hit rate 0.98% among 190,000;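 active = percentage of spot-positive cells more than 3 SD above its plate mean, without a fluorescence outlier flag or 80% toxicity; inconclusive = no clear call, values can overlap the other calls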;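 also: spot-positive cell cutoff set from DMSO-treated cells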
# WT yeast gro inh mutant strain: further read-out of WT yeast gro inh, marked with its call; inhibition, %; mitochondrial fusion phenotypic screen, mutant strain inhibition
# Dynein cargo inh cytoplasmic EGFP: also measured in Dynein cargo inh; calls as there; z-score; measured here: cytoplasmic GR-EGFP intensity; active compounds read high
# Dynein cargo inh nuclear GR-EGFP: also measured in Dynein cargo inh; calls as there; z-score; measured here: nuclear GR-EGFP intensity;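 lower value marks the stronger effect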
# Dynein cargo inh cell count: second read-out of Dynein cargo inh, no call of its own (marks repeat the call); z-score; measured here: cell count per field
# b-catenin transl cell count 5 µM: also measured in b-catenin transl; calls as there; cell count; measured here: cell count, cytotoxicity flag
# T cell modulator vesicle-bound %: second read-out of T cell modulator, no call of its own (marks repeat the call); double positive events, %; measured here: CD8+ vesicle-bound cell fraction;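 binding gate set so that unloaded-vesicle control wells show 10% double positive cells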
# MT stabilizer Hoechst-high %: also measured in MT stabilizer; calls as there; % Hoechst-high responders; measured here: nuclear condensation Hoechst responders;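 share of cells brighter than vehicle mean plus two SD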
# MT stabilizer cytotoxicity %: second read-out of MT stabilizer, no call of its own (marks repeat the call); toxicity, %; measured here: cytotoxicity by cell density;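 0% = mean cell density of plate MIN control wells and 100% = no cells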
# Autophagy HCS cell loss 18 h: further read-out of Autophagy HCS, marked with its call; toxicity, %; measured here: cell loss, nuclei count;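 cell loss after 18 h compound exposure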
# Active calls of the source: *; i = inactive; ? = inconclusive; . = no result given; + = active, no number.
SMILES,WT yeast gro inh,WT yeast gro inh mutant strain,b-catenin transl,b-catenin transl cell count 5 µM,P. falciparum M1AAP,Yfh1-off respiration,T cell modulator,T cell modulator vesicle-bound %,MT stabilizer,MT stabilizer Hoechst-high %,MT stabilizer cytotoxicity %,P. falciparum M17LAP,Dynein cargo inh,Dynein cargo inh cytoplasmic EGFP,Dynein cargo inh nuclear GR-EGFP,Dynein cargo inh cell count,Autophagy HCS,Autophagy HCS cell loss 18 h
COc1cccc2c1OC1(C)CC2NC(=O)N1Cc1ccccc1 (stereo unspecified),10,-1,-8.9,1170,1%,i,i,11,4.3,2.1,4.8,1%,-0.00041,-0.2,0.29,0.4,i,7
CC1CCc2c(C(=O)Nc3nccs3)csc2C1 (stereo unspecified),14,-16,1.2,1394,-1%,i,i,33,1.7,1.6,4.5,-13%,0.42,-0.21,-0.71,0.46,i,1
CC(=O)n1nc(-c2ccc(C)cc2)nc1NCc1ccc(F)cc1,5,6,-1.6,1053,0%,i,.,.,3.3,1.6,8.4,-3%,0.89,0.46,1.3,-0.72,i,11
OCCC1CN(Cc2cccn2-c2nccs2)CCN1CCc1ccccc1 (stereo unspecified),2,-5,-2.1,980,-5%,i,i,31,3.3,1.2,9.9,-7%,0.0046,-0.28,-0.2,0.53,i,-24
NS(=O)(=O)c1ccc(N=Nc2ccc(=O)[nH]c2O)cc1,.,.,-2.2,1111,11%,?,i,46,.,.,.,7%,-0.029,-0.14,-0.028,0.34,.,.
CCOC(=O)c1cccc(NC(=O)CN(c2ccc(OC)cc2)S(=O)(=O)c2c(C)noc2C)c1,30,-9,-3.2,974,-2%,i,i,21,4.3,2.9,8.5,-6%,0.69,-0.34,0.21,-0.13,i,8
Cc1ccc(C(=O)OCC(=O)NCc2cccs2)c(C)c1,3,13,-4.0,1125,6%,i,i,65,3.0,3.2,9.1,-5%,-0.65,-0.49,-0.055,0.55,+,-9.9*
CCc1ccc(OCC(=O)Nc2ccc(N3CCN(S(C)(=O)=O)CC3)cc2)cc1,-10,-3,-0.2,1030,-1%,i,i,52,1.4,1.0,3.1,-4%,1.4,-0.16,0.94,-1.1,i,24
COc1ccccc1-c1cc(C(F)(F)F)nc(N2CCCCC2)n1,74*,42*,-1.2,1155,3%,i,i,54,1.2,1.9,5.5,-2%,-0.42,-0.36,-0.31,1.1,i,-1
CCOC(=O)N1CCC(NC(=O)c2cc3sccc3n2CC)CC1,0,-36,-0.6,829,3%,i,i,18,3.8,3.1,6.9,14%,-0.8,-0.16,-0.48,0.32,i,3
Cc1cc(C(=O)N2CCN(S(=O)(=O)c3ccccc3F)CC2)c(C)o1,12,-13,-2.5,1093,-8%,i,i,33,1.9,1.1,2.2,-1%,-0.047,0.59,0.65,-2.2,i,5
COc1ccccc1OCC(=O)n1cc(C(=O)c2cc(Cl)cc(Cl)c2O)cn1,18,0,-0.8,1020,6%,i,i,34,2.4,2.2,2.0,47%,2.1,-0.22,1.2,-1.7,i,10
CC(=O)C1=C(O)C(=O)N(c2cccnc2)C1c1cccc([N+](=O)[O-])c1 (stereo unspecified),.,.,-0.3,1322,0%,i,i,36,.,.,.,19%,0.87,-0.28,0.53,-0.28,.,.
CC(=O)N1CCN(C(=O)CC2OC(=O)c3ccccc32)CC1 (stereo unspecified),7,-4,-0.2,1424,12%,i,i,53,2.6,1.1,4.7,16%,-0.75,-0.21,-1,0.83,i,-6
COC(=O)C1=C(C)N=C2SC(C#N)=C(N)N2C1c1cc(OC)c(OC)c(OC)c1 (stereo unspecified),-19,-2,-2.4,1412,9%,i,i,30,2.9,2.3,10,2%,0.16,-0.23,0.7,0.31,i,13
CCOc1ccc(C(=O)N2CCN(c3cccc(Cl)c3)CC2)cc1,45,40,-2.6,1058,5%,i,i,27,2.3,2.2,8.3,-2%,-0.93,-0.24,-0.39,0.85,i,19
CC(=O)Nc1c(O)nc(SC/C=C/CSc2nc(O)c(NC(C)=O)c(=O)[nH]2)[nH]c1=O,-14,7,-3.0,1017,-2%,i,i,35,8.6,1.0,6.7,0%,-0.098,0.16,-0.26,-0.52,i,32
CCC(=O)Oc1oc(-c2ccccc2)nc1C=Nc1ccccc1OC,-11,8,0.3,1176,24%*,i,i,34,3.1,1.6,4.4,8%,-2.7,1,-1,-0.17,i,0
N#C/C(=C\c1ccco1)Sc1nc2ccccc2s1,-16,7,1.1,867,17%,i,i,27,4.5,2.5,6.0,-5%,0.11,-0.13,-0.035,-0.19,i,16
Cc1cc(N2CCN(c3cccc(C(F)(F)F)c3)CC2)n2nc(C)nc2n1,2,8,0.1,1050,8%,i,i,58,3.1,1.2,2.0,-6%,2.8,-0.18,2,-0.87,i,12
CCN(C1CCCCC1)S(=O)(=O)c1ccc(S(=O)(=O)N2CCN(CCC#N)CC2)cc1,-3,1,1.0,1106,-2%,i,i,27,4.8,2.0,1.2,2%,1,-0.21,0.8,-0.33,.,.
CCOc1ccc(CN(C)CC(=O)Nc2cc(C)c(C)cc2[N+](=O)[O-])cc1,2,2,-1.1,1063,17%,i,i,28,2.1,1.9,12,6%,-0.57,-0.2,-0.39,0.069,i,-8
Cc1ccc2c(c1)N(Cc1cccc(Cl)c1)C(=O)c1cccnc1O2,11,-18,.,.,-2%,i,i,52,2.1,3.9,6.4,7%,-0.13,-0.27,-0.38,0.63,i,2
Cc1cccc(Oc2nc3c(c(=O)n(C)c(=O)n3C)n2C)c1,-16,-10,-5.0,1169,9%,i,i,30,5.8,3.1,10.0,2%,-1.2,-0.33,-0.32,1.7,i,-3
COc1ccc(N=c2oc3c(OC)cccc3cc2C(=O)NCc2ccco2)c(OC)c1,6,1,-0.5,1128,11%,i,i,27,6.5,3.0,7.4,16%,1.5,-0.015,0.97,-0.82,+,18*
NS(=O)(=O)c1ccc(CCNC(=O)CSc2nc3ccccc3c3nc(CCN4CCCCC4)nn23)cc1,5,-3,.,.,6%,i,i,22,2.1,1.1,1.0,27%,0.63,1.2,0.4,-0.084,i,10
COCCNC(=O)NC(=O)CN1CCN(C(c2ccccc2)c2ccccc2)CC1,-2,8,-5.3,1135,4%,i,i,61,4.3,1.4,4.8,4%,0.38,-0.15,0.42,-1.8,i,-10
CC(C)Oc1ccc(CCc2n[nH]c(=S)n2Cc2ccccc2)cc1,13,1,-2.2,1372,5%,i,i,17,2.1,2.8,9.9,-5%,-0.43,-0.18,0.48,-0.11,i,23
O=C1OCC/C1=C\c1ccccc1O,4,-5,-15,1130,1%,i,i,31,1.1,1.0,8.2,2%,2.7,0.17,1.2,-1.5,i,-9
Cc1ccc(NC(=O)CC(NCCN2CCOCC2)C(=O)O)cc1Cl (stereo unspecified),-4,18,-0.3,1328,6%,i,i,23,4.8,3.0,5.6,13%,0.25,-0.28,0.25,-0.64,i,16
CCC(C)NS(=O)(=O)c1ccc(OCC(=O)Nc2ccc(F)cc2F)cc1 (stereo unspecified),-6,-9,2.8,536,-2%,i,i,36,3.6,2.5,5.3,18%,0.52,0.77,0.46,0.62,i,-6
C/C(N)=C(/C#N)C(=O)CSc1nnc(COc2cc(C)ccc2C)o1,8,13,-0.2,1381,5%,i,i,25,3.5,1.8,4.5,0%,0.68,-0.23,-0.62,0.33,i,2
COc1ccc(-c2cc(C(=O)Nc3cccc(S(=O)(=O)NCc4ccco4)c3)c3ccccc3n2)cc1OC,12,13,-0.4,898,?,i,i,22,5.2,2.8,5.2,6%,0.13,-0.02,0.72,-0.44,i,14
COc1ccc2c(-c3cc4ccc(OCc5ccc(F)cc5)cc4oc3=O)cc(=O)oc2c1,-4,-7,-0.8,980,7%,i,i,40,2.3,1.7,9.5,-10%,0.9,-0.15,1.1,-1.5,i,9
Cc1cc(NC(=O)CN2C(=O)S/C(=C\c3ccccc3)C2=O)no1,-10,2,.,.,-3%,i,i,9,4.6,3.3,4.1,-1%,0.21,-0.25,0.39,-0.37,i,6
COc1ccc(-c2ccc(C(=O)O)o2)c([N+](=O)[O-])c1,-7,-13,-1.7,896,0%,i,i,51,1.5,2.4,0.4,1%,-0.94,-0.35,-0.53,0.96,i,1
